CYP2C9 act: human CYP2C9 activators, primary screen, biochemical, luminescence; Cytochrome P450 2C9 (Homo sapiens), P11712; recombinant CYP2C9, luciferin-H conversion; active compounds read high; factor 1 = untreated enzyme, 0 = blocked; activation factor at 5 µM; 96,000 tested, 1.4% active;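 active = activation factor of 2 or more for CYP2C9 at a 5 µM dose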;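 also: 0 = sulfaphenazole-blocked wells and 1 = vehicle-only wells; values of inactives mirror those of a sister screen read the other way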
CD11b adhes inh: inhibitors of CD11b/CD18 adhesion to fibrinogen, primary screen, K562 cells, luminescence; Integrin beta-2 (Homo sapiens) + Integrin alpha-M (Homo sapiens), P05107+P11215; inhibition, % at 10 µM; 93,000 tested, 0.54% active; ATPlite luminescence; Mn2+ added to activate the integrin;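 active = primary inhibition of 50% or more at 10 µM, then 40% or more on retest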; also: some results filed as inactive read as strong as hits
PTK2B oligo ant: antagonists of Pyk2 self-association, primary screen, Q293 cells, FERM NanoBiT luminescence, HTS. Protein-tyrosine kinase 2-beta (Homo sapiens), Q14289. 99,000 tested, 0.83% active. z-score (the deposit names both 25 µM and 10 µM). active compounds read low;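 active = Z-score of -3 or lower, scaled per plate to the spread of control and sample wells; inactive = z-score above -3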;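 also: negative z-score means lost luminescence so less FERM oligomerization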
Target sequence (Q14289 whole entry, looked up): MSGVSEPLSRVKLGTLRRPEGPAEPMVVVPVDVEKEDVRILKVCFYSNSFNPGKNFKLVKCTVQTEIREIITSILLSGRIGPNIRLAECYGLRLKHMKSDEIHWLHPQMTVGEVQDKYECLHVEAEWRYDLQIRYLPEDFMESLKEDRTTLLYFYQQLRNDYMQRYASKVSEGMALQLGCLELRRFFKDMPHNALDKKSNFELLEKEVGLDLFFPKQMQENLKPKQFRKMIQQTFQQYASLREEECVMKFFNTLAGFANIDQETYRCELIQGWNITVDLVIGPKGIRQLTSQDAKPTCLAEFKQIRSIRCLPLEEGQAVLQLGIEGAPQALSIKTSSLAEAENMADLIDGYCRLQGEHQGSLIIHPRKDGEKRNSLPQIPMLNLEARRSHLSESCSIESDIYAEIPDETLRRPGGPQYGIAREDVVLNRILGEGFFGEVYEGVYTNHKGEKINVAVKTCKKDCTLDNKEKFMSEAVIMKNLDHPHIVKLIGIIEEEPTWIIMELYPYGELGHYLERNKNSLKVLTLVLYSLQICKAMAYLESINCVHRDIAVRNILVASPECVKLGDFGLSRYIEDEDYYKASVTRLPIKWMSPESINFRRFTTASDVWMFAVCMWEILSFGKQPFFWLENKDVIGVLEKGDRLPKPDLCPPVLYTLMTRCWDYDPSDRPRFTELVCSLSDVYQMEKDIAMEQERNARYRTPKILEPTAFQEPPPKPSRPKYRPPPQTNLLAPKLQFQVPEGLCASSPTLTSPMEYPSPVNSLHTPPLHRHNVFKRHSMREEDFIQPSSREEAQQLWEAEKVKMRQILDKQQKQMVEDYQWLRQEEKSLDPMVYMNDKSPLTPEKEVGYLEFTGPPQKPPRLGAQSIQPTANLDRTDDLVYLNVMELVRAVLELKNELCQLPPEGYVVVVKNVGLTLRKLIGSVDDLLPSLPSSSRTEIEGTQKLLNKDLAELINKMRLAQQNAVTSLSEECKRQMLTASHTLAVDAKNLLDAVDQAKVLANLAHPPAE
MT1-MMP txn act: MT1-MMP promoter reporter activation – cell-based, luciferase luminescence, primary screen; 86,000 tested, 0.16% active; AID 750, 2007; activation factor at 10 µM; HT1080 MT1-MMP promoter luciferase reporter, overnight; active compounds read high;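 active = activation factor of at least 2 for MT1-MMP transcription at 10 µM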
CYP2C9 inh: blockers of cytochrome P450 2C9 activity – biochemical, luminescence, ADME assay, primary screen. 96,000 tested, 20% active. P11712. inhibition, % at 5 µM. CYP2C9 Supersomes, luciferin-H conversion;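 active = blocking of liver enzyme CYP2C9 beyond about 50% at 5 µM, limit read from the data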; also: values of inactives mirror those of a sister screen read the other way
CD11b adhes enh: enhancers of CD11b/CD18 adhesion to fibrinogen, primary screen, K562 cells, luminescence; ATPlite luminescence; activation, % at 10 µM; 93,000 tested, 0.07% active; AID 1499, 2009;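 active = 10 µM primary screen giving 50% or more activity, confirmed by 40% or more on retest at that dose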; also: strong numbers were not always called active; reference of the scale not given here
PLAP act: PLAP enzyme activators, biochemical, luminescence, HTS. purified PLAP enzyme, luminescent substrate read-out; active compounds read high. activation fold at 20 µM. 96,000 tested, 1.2% active; in the data active = activation fold above about 2
CYP2C19 inhib: blockers of cytochrome P450 2C19 activity – biochemical, luminescence, ADME assay, primary screen. CYP2C19 Supersomes, luciferin-H EGE luminescence, 30 min. inhibition, % at 5 µM. P33261. 96,000 tested, 21% active;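 active = CYP2C19 inhibition above a set limit at 5 µM in the primary screen, cut at about 50% in these data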;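 also: plate controls were negative control wells for no effect and 2.5 mM tranylcypromine positive control for full effect; values of inactives mirror those of a sister screen read the other way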
CYP2C19 activ: human CYP2C19 activators, primary screen, biochemical, luminescence; 96,000 tested, under 10 active; activation factor at 5 µM; recombinant CYP2C19, luciferin-H EGE luminescence; active compounds read high; 0 = fully inhibited enzyme, 1 = untreated enzyme;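 active = activation factor of at least 2 at 5 µM in the primary screen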;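 also: 0 = wells with 2.5 mM tranylcypromine and 1 = vehicle-only wells; values of inactives mirror those of a sister screen read the other way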
The depositor's hits bear a star; . = no result given.

CYP2C19 inhib	PTK2B oligo ant	CYP2C9 inh	CYP2C9 act	MT1-MMP txn act	CD11b adhes inh	CYP2C19 activ	PLAP act	CD11b adhes enh	mol
-8	-0.23	6	0.9	.	.	1.1	1	.	Nc1cc2nsnc2cc1Br
57*	1.1	22	0.8	1.1	2	0.4	1.7	1	O=C(N1CCN(c2cccc(Cl)c2)CC1)C1(S(=O)(=O)c2ccc(Cl)cc2)CC1
30	-0.01	-8	1.1	1.1	.	0.7	1	.	O=C(NCc1ccc(F)cc1)c1ccc(CS(=O)(=O)Cc2ccccc2F)o1
77*	1	56*	0.4	1.1	6	0.2	1.4	1	O=C1OCC(CO)(CO)N=C1NNc1cc(Cl)ccc1Cl
17	-0.96	20	0.8	1.3	20	0.8	1	-1	COC(=O)c1[nH]nc2c1C(=O)N(C1CCCCC1)C2=O
56*	-0.41	30	0.7	1.2	16	0.4	1	4	Cc1cc(-c2nnc(SCC(=O)N3C(C)CCCC3C)o2)no1 (centres undefined)
9	-1.2	36	0.6	1.1	106*	0.9	1.4	-9	CCCCn1c(NC(=O)c2ccccc2Cl)c(C#N)c2nc3ccccc3nc21
5	.	12	0.9	1.4	-2	0.9	1	-2	COC(=O)c1nc2cc(C)ccn2c1F
73*	0.31	89*	0.1	1.4	101	0.3	1	-8	O=C(CSc1nc2ccccc2o1)Nc1ccc(N2CCOCC2)c(Cl)c1
94*	1.6	20	0.8	1.1	16	0.1	1	-3	Cc1cccc(N(C)C(=O)CCS(=O)(=O)c2cccc3nonc23)c1
12	2	4	1	1.1	-25	0.9	0.9	-4	O=C(O)C1C2C=CC(C2)C1C(=O)Nc1nccs1 (centres undefined)
-4	0.86	-6	1.1	1.1	-12	1	1.6	-1	COc1ccc(C(c2nnnn2C(C)(C)C)N2CCN(C)CC2)cc1OC (centres undefined)
-13	1.8	-6	1.1	1.1	-2	1.1	1	-4	CCN1C(=O)N/C(=C/c2ccc(Sc3ccc(C)cc3)o2)C1=O
-1	-1.6	-1	1	1.1	-5	1	0.8	-3	Cc1ccc(OCc2nnc(SCc3cc(=O)[nH]c4ccccc34)o2)cc1
27	0.28	-14	1.1	1.3	10	0.7	1.3	6	N#Cc1cccc(-c2nnc(SCc3ccccc3C#N)o2)c1
-1	-0.04	-27	1.3	1.2	-6	1	1.4	3	CN1CCN(C(=O)CCn2nc(-c3ccccc3)c3ccccc3c2=O)CC1
-6	0.83	-10	1.1	1.1	2	1.1	1.1	-3	CCN(CC)S(=O)(=O)N1CCC(C(=O)NCCN2CCOCC2)CC1
9	-0.09	2	1	0.9	-10	0.9	0.8	3	Oc1cccc(Nc2ncnc3ccccc23)c1
-10	.	26	0.7	.	13	1.1	1	-4	CN(CC(=O)NCc1cccnc1)S(=O)(=O)c1ccc2c(c1)c(=O)n(C)c(=O)n2C
29	0.24	76*	0.2	1.3	10	0.7	0.9	-2	Cc1cc(=O)[nH]c(SCc2cc(Cl)ccc2OC(F)F)n1
-18	-1.3	91*	0.1	1.2	-3	1.2	1.4	-3	O=S(=O)(Nc1ccc(S(=O)(=O)N2CCCCCC2)cc1)c1cccs1
-4	0.02	35	0.6	0.9	3	1	1.1	-2	O=C(c1ccco1)N1CCC(n2nnc3ccccc32)CC1
26	-1.9	31	0.7	1.1	-16	0.7	1	4	CCCCC(C(=O)NC(=O)NCc1ccccc1)N1C(=O)c2ccccc2C1=O (centres undefined)
60*	-0.09	14	0.9	1.2	-6	0.4	0.7	2	Clc1ccccc1-c1nn2c(-c3ccccn3)nnc2s1
54*	-2.1	90*	0.1	1.2	16	0.5	1.6	-4	O=C(Nc1ccccc1-c1nnn(CC(=O)N2CCCc3ccccc32)n1)c1ccco1
36	-2.1	59*	0.4	.	-3	0.6	1.2	-6	Cc1ccc(C)c(NS(=O)(=O)c2cc(C(=O)N3CCc4ccccc4C3)ccc2Cl)c1
26	-0.03	1	1	.	-12	0.7	1	-4	O=[N+]([O-])c1c(Nc2ccccc2)ccc2nonc12
7	-0.9	39	0.6	.	.	0.9	0.8	.	C=CCc1cc(C=O)cc(OC)c1OCc1c(Cl)cccc1Cl
40	1.2	7	0.9	.	-4	0.6	0.9	-4	O=C(CCc1c[nH]c2ccccc12)NC1CC1
16	0.56	-13	1.1	1.2	13	0.8	0.9	-3	COC(=O)c1cc(S(=O)(=O)N2CCOCC2)c(Cl)cc1N1CCOCC1
38	0.44	32	0.7	1	11	0.6	1.4	-6	CCc1sc(NC(=O)CN2CCOCC2)nc1-c1ccccc1
78*	-0.84	65*	0.4	.	-9	0.2	1.1	-3	COc1ccc(-c2nc(SCC(=O)NCc3ccco3)c(-c3ccccc3)[nH]2)cc1OC
-4	-0.53	-4	1	1.1	0	1	1	-5	CCOc1ccc(NC(=O)NCCN2C(C)CCCC2C)cc1 (centres undefined)
1	1.7	26	0.7	.	-17	1	0.8	-2	O=C(CNC(=O)c1ccco1)Nc1ccc(S(=O)(=O)N2CCCC2)cc1
42	0.6	-200	3*	1.2	.	0.6	1.1	.	O=C1Nc2c(Br)cc(Br)cc2C1(O)N1CCOCC1 (centres undefined)
44	0.34	-5	1	1.1	-21	0.6	1	0	CCN(C(=O)c1c(-c2ccccc2)noc1C)c1ccccc1
6	2.4	33	0.7	1.2	-13	0.9	0.9	17	CCOC(=O)c1c(C)[nH]c(C(=O)OCC(=O)Nc2cc(C)ccc2OC)c1C
2	.	21	0.8	1.6	0	1	0.9	1	C=CCNc1ncnc2c1cnn2-c1ccc(Cl)cc1
-16	-0.58	-13	1.1	1.1	-3	1.2	0.9	-5	CCOP(=O)(c1ccccc1)C1(C#N)CCCC1 (centres undefined)
-1	-0.1	-4	1	1.1	0	1	0.9	3	Fc1ccc(-n2cnnn2)c(F)c1

7 entries drawn at random from those above:
CYP2C19 inhib	PTK2B oligo ant	CYP2C9 inh	CYP2C9 act	MT1-MMP txn act	CD11b adhes inh	CYP2C19 activ	PLAP act	CD11b adhes enh	mol
-16	-0.58	-13	1.1	1.1	-3	1.2	0.9	-5	CCOP(=O)(c1ccccc1)C1(C#N)CCCC1 (centres undefined)
2	.	21	0.8	1.6	0	1	0.9	1	C=CCNc1ncnc2c1cnn2-c1ccc(Cl)cc1
38	0.44	32	0.7	1	11	0.6	1.4	-6	CCc1sc(NC(=O)CN2CCOCC2)nc1-c1ccccc1
-4	0.02	35	0.6	0.9	3	1	1.1	-2	O=C(c1ccco1)N1CCC(n2nnc3ccccc32)CC1
7	-0.9	39	0.6	.	.	0.9	0.8	.	C=CCc1cc(C=O)cc(OC)c1OCc1c(Cl)cccc1Cl
44	0.34	-5	1	1.1	-21	0.6	1	0	CCN(C(=O)c1c(-c2ccccc2)noc1C)c1ccccc1
1	1.7	26	0.7	.	-17	1	0.8	-2	O=C(CNC(=O)c1ccco1)Nc1ccc(S(=O)(=O)N2CCCC2)cc1

(listing goes on)
CYP2C19 inhib	PTK2B oligo ant	CYP2C9 inh	CYP2C9 act	MT1-MMP txn act	CD11b adhes inh	CYP2C19 activ	PLAP act	CD11b adhes enh	mol
7	1.3	3	1	1.3	.	0.9	1	.	Cc1ccc(-n2nnc3c(=O)n(CC(=O)N4CCCC4)cnc32)cc1
1	1.2	-10	1.1	1.2	-3	1	1	5	Cc1c(N=C/C=C/c2ccccc2)c(=O)n(-c2ccccc2)n1C
-8	.	-4	1	.	-13	1.1	0.8	-5	Cc1nc(SCC(=O)Nc2ccccc2C(F)(F)F)c(C#N)c(C)c1CC(=O)c1ccc(Br)cc1
-1	-2.4	9	0.9	1.1	-12	1	0.8	1	Cc1c(C(=O)OC2CCCCC2)[nH]c2c1C(=O)CC(C)(C)C2
46	1.3	15	0.9	1	15	0.5	1	-10	Cc1ccc(Cl)cc1N1CCN(S(C)(=O)=O)CC1
0	0.76	-13	1.1	1.1	-1	1	0.9	-2	CCc1ccccc1NC(=O)N1C2CCCC1CC(NC(C)=O)C2 (centres undefined)
0	0.02	-6	1.1	1.1	1	1	0.9	2	Cc1occc1C(=O)Nc1cc(=O)n(C)c(=O)n1C
85*	-2	85*	0.2	1	3	0.2	1.4	38	CCOC(=O)C1=C(C)N=c2s/c(=C\c3ccncc3)c(=O)n2C1c1ccc2c(c1)OCO2 (centres undefined)
-1	-0.89	-10	1.1	.	9	1	1	2	C=CC(=C)CC(NC)c1ccccc1 (centres undefined)
1	0.63	-10	1.1	.	.	1	1.3	.	COc1cc(CNCCCN2CCOCC2)ccc1OCC(=O)Nc1cccc(C(F)(F)F)c1
30	-0.94	57*	0.4	1.1	4	0.7	0.9	-2	CC(C)C(c1nnnn1C1CCCC1)N1CCc2ccccc21 (centres undefined)
-7	0.58	-21	1.2	1.2	.	1.1	1	.	Cc1cc(C)n(-c2ccc(Cl)c(C(=O)O)n2)n1
18	0.03	-38	1.4	1.2	-26	0.8	1.3	0	COC(=O)c1sccc1-n1cccc1C(=O)C(=O)N1CC(C)OC(C)C1 (centres undefined)
28	-0.01	36	0.6	.	-8	0.7	0.9	-2	O=C(CCC(=O)OCC(=O)c1ccc(Br)cc1)NC1CCCCC1
7	1.5	-50	1.5	1.1	-4	0.9	1	0	Cc1ccc(N2CC(C(=O)OCC(=O)C(C)(C)C)CC2=O)cc1C (centres undefined)
14	-2	49	0.5	0.9	14	0.9	1.2	-4	CCOC(=O)Cc1csc(NC(=O)CSc2ncnc3c2cnn3-c2ccc(OC)cc2)n1
83*	-0.99	34	0.7	.	21	0.2	1.4	1	Cc1ccc(COn2c(-c3ccc(Cl)cc3Cl)nc3ncccc32)cc1
16	-4.2*	76*	0.2	1	33	0.8	1.7	-2	CCOC(=O)c1c(NC(=O)CSc2nnnn2C)sc(C)c1-c1ccc(C)cc1
3	-0.22	10	0.9	1.1	1	1	1.1	5	COc1ccc(OC)c(N(CC(=O)O)S(=O)(=O)c2ccc(OC)c(OC)c2)c1
53*	.	1	1	1	-4	0.5	1	1	CC(C)(C)NC(=O)CSc1nnc(-c2ccccn2)n1-c1ccccc1

Arranged by heavy-atom count (ascending): part of the list above.
CYP2C19 inhib	PTK2B oligo ant	CYP2C9 inh	CYP2C9 act	MT1-MMP txn act	CD11b adhes inh	CYP2C19 activ	PLAP act	CD11b adhes enh	mol
5	.	12	0.9	1.4	-2	0.9	1	-2	COC(=O)c1nc2cc(C)ccn2c1F
26	-0.03	1	1	.	-12	0.7	1	-4	O=[N+]([O-])c1c(Nc2ccccc2)ccc2nonc12
2	.	21	0.8	1.6	0	1	0.9	1	C=CCNc1ncnc2c1cnn2-c1ccc(Cl)cc1

Continuation:
CYP2C19 inhib	PTK2B oligo ant	CYP2C9 inh	CYP2C9 act	MT1-MMP txn act	CD11b adhes inh	CYP2C19 activ	PLAP act	CD11b adhes enh	mol
68*	-3.3*	59*	0.4	.	16	0.3	0.9	0	CC(=O)c1cccc(NC(=O)Nc2ccc3c(c2)N(C)C(=O)CS3)c1
-20	1.4	-16	1.2	.	-6	1.2	1	3	CCOC(=O)c1cc(-c2ccccc2)sc1NC(=S)Nc1cc(C)ccn1
-38	0.71	-36	1.4	1.1	-1	1.4	0.9	0	CC(C)c1nc2ccccc2n1CCC(=O)O
83*	-1.5	87*	0.1	1	.	0.2	1.2	.	Cc1cc(F)ccc1S(=O)(=O)Nc1ccccc1C(=O)Nc1ccccc1N1CCOCC1
52*	-0.72	18	0.8	1.1	6	0.5	1	-5	Cc1nc(OCC(=O)c2ccc(Cl)cc2)c(C#N)c2c1COC(C)(C)C2
6	-1.1	43	0.6	.	-3	0.9	1	0	COC(=O)C1=C(C)N(c2ccc(C)cc2)/C(=C/c2cccs2)C1=O
26	-0.19	29	0.7	1.1	2	0.7	0.9	1	NC(=O)NC(CC(=O)OCC(=O)NC(=O)NCc1ccco1)c1ccc(Cl)cc1 (centres undefined)

Bioassay records as filed in PubChem.

Rows are unselected (roughly 31% active in at least one column).
